dFosB act: activators of delta FosB homodimer, primary screen, biochemical, fluorescence polarization, TAMRA-CDK5 oligo, single point; Protein FosB (Mus musculus), P13346; purified delta FosB; percent of positive-control signal above neutral wells; activation, % at 25 µM; actives 0.99% (n = 340,000); AID 493131, 2011;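 active = mean activation above about 17%, with every replicate also reaching it, limit read from the data, passing the limit was not always enough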;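 note: fluorescence polarization rise as delta FosB binds a TAMRA Cdk5 AP-1 oligo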
Target sequence (P13346 whole entry, looked up): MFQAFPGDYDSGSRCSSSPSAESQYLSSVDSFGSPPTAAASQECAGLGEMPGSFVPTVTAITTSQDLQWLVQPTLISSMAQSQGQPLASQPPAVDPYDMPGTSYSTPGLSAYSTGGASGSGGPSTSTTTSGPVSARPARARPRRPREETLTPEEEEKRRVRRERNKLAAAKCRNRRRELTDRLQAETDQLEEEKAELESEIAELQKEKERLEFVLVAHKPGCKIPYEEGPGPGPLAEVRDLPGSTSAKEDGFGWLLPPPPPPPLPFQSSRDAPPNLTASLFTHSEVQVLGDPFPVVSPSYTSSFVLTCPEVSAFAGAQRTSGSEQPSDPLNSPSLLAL
PvdQ acylase: P. aeruginosa PvdQ acylase inhibitors, primary screen, biochemical, fluorescence, plate reader and imaging, single point; PvdQ acylase [Pseudomonas aeruginosa LESB58]; inhibition, % at 10 µM; AID 488965, 2010; actives 0.063% (n = 340,000); purified PvdQ acylase; in the data active = inhibition above about 30%, passing the limit was not always enough;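 note: 0% = vehicle neutral wells and 100% = reference inhibitor wells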
Cardiac RTF inh: cardiac RTF calcium sensitivity inhibitors, primary screen, biochemical, IANBD-TnC fluorescence, EC70 calcium; Troponin I, cardiac muscle (Homo sapiens) + Troponin T, cardiac muscle (Homo sapiens) + …; IANBD-labeled cardiac RTF, Ca2+ fluorescence; inhibition, % at 7.15 µM; actives 0.12% (n = 340,000); AID 493244, 2011;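 active = inhibition above the mean inhibition of all tested compounds plus 3 SD, cut at about 17% in these data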;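 note: assay run at fixed EC70 calcium of 1.6 mM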
PfHsp90 yeast 2: growth inhibition of PfHsp90-expressing yeast, primary screen, antimalarial PfHsp90 inhibitor project, S. cerevisiae, BacTiter-Glo luminescence, single point, set 2; BacTiter-Glo ATP, 48 h; yeast lacking PDR1 and PDR3 efflux regulators; inhibition, % at 9.4 µM; actives 0.32% (n = 310,000); AID 504621, 2011;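 active = every replicate shows inhibition above about 80%, whatever the replicate mean, limit read from the data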;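 note: 0% = DMSO neutral controls and 100% = 20 µM radicicol positive controls; yeast relying on Plasmodium falciparum Hsp90 in place of its own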
LANA DNA inh: inhibitors of KSHV C-LANA binding to DNA, primary screen, biochemical, fluorescence polarization, FAM-LBS DNA, MBP-C-LANA, single point; inhibition, % at 9 µM; actives 0.078% (n = 340,000); AID 504423, 2011;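 active = highest replicate inhibition at or above 60% at 9 µM, even if other replicates fall short; inactive = all replicates below 60% inhibition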;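 note: 0% = neutral control wells and 100% = 4 µM acridine orange control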
Mot1-301 SUMO: yeast Mot1-301 growth rescue at high temperature, primary screen, SUMOylation pathway inhibitor project, S. cerevisiae, ATP luminescence, 38.5C | S. cerevisiae Mot1-301 growth rescue; percent above DMSO median, 100 means doubled | AID 2716, 2010 | growth rescue, % at 18.8 µM | actives 1% (n = 320,000);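 active = every valid replicate shows activation above 250% relative to neutral control wells; inactive = the rest, any valid replicate at or below 250%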;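 note: OY570 slx delta 5 strain wells were the positive control but not used for scaling; some compounds called inactive have numbers as strong as hits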
Rtt109 Vps75: inhibitors of C. albicans Rtt109/Vps75 HAT, primary screen, biochemical, ThioGlo CoA-SH fluorescence, plate reader. actives 0.16% (n = 330,000). purified Rtt109/Vps75, 4 h. AID 540336, 2011. inhibition, % at 34.9 µM. Histone acetyltransferase RTT109 (Candida albicans (strain SC5314 / ATCC MYA-2876)), …;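 active = inhibition of at least 50% in every replicate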
NSD2 HMT inh: NSD2 histone methyltransferase inhibitors, primary screen, biochemical, AlphaScreen, single concentration, set 2; NSD2 peptide methylation, 120 min; actives 0.54% (n = 310,000); AID 743445, 2014; Histone-lysine N-methyltransferase NSD2 (Homo sapiens), O96028; inhibition, % at 12.5 µM; in the data active = inhibition above about 50%
RTF Ca sens act: cardiac RTF calcium sensitivity activators, primary screen, biochemical, IANBD-TnC fluorescence, EC20 calcium; Troponin I, cardiac muscle (Homo sapiens) + Troponin T, cardiac muscle (Homo sapiens) + …; IANBD-labeled TnC RTF fluorescence at EC20 calcium; 0% EC20 calcium, 100% full calcium; activation, % at 7.2 µM; actives 0.24% (n = 340,000); AID 493008, 2010;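 active = activation above the mean over all tested compounds plus 3 SD, cut at about 30% in these data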;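 note: rise in fluorescence read as greater calcium sensitivity of cardiac thin filaments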
Keap1 Nrf2 FP: Keap1-Nrf2 protein-protein interaction inhibitors, primary screen, biochemical, fluorescence polarization, single point. AID 504523, 2011. Kelch-like ECH-associated protein 1 (Homo sapiens), Q14145. Keap1 Kelch-Nrf2 peptide fluorescence polarization, 1536-well. actives 0.15% (n = 340,000). inhibition, % at 9.4 µM; in the data active = inhibition above about 12%;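 note: human Keap1 Kelch domain with fluorescein labeled Nrf2 9mer peptide probe; 0% = neutral control wells and 100% = peptide positive control; higher means more block of Keap1 binding to Nrf2 peptide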
Target sequence (Q14145 whole entry, looked up, the tested form may be a part): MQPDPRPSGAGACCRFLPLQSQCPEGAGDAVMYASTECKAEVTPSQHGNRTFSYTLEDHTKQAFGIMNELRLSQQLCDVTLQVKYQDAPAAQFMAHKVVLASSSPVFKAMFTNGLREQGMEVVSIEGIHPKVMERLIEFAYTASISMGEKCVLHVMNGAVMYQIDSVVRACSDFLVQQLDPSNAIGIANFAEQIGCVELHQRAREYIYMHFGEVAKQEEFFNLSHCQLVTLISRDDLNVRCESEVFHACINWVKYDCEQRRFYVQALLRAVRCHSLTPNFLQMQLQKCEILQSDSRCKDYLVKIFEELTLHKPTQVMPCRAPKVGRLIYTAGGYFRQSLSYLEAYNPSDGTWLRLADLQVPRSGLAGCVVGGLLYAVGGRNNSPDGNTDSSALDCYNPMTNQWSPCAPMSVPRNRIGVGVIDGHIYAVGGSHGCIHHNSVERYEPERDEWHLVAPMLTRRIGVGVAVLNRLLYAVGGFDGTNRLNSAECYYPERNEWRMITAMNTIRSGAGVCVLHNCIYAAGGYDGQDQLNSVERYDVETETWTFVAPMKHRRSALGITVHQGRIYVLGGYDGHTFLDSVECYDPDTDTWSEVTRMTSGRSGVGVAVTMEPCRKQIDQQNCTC
CDK5 p35 inh: inhibitors of human CDK5/p35 kinase, primary screen, biochemical, single concentration; Cyclin-dependent kinase 5 (Homo sapiens) + Cyclin-dependent kinase 5 activator 1 (Homo …; Recombinant CDK5/p35, ADP-Glo luminescence, 60 min; inhibition, % at 10 µM; actives 0.01% (n = 330,000); AID 488839, 2010;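 active = highest replicate inhibition of at least 50% and at least 75% of replicates reaching 50%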;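 note: plate controls were DMSO neutral control for no effect and GW8510 at 10 µM for full effect; many of its hits are not listed in these tables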
Numbers without * were called inactive; i = inactive; · = no result given; + = active, no number.

SMILES	dFosB act	PvdQ acylase	Cardiac RTF inh	PfHsp90 yeast 2	LANA DNA inh	Mot1-301 SUMO	Rtt109 Vps75	NSD2 HMT inh	RTF Ca sens act	Keap1 Nrf2 FP	CDK5 p35 inh
CN(Cc1ccccc1)C(=O)COc1cccnc1[N+](=O)[O-]	-1	-10	-7	-6	4.2	-8	-13	-5	4	-4	-0.4
Cn1c(=O)c2cc(S(=O)(=O)NC(C(=O)N3CCCCCC3)c3ccccc3)ccc2n(C)c1=O (centres undefined)	-8	-18	-3	-12	-1.2	-4	5	·	1	-6	-1.6
COc1ccc2c(c1)nc(NCCO)n2C	4	-17	-4	9	-0.2	55	-1	10	6	-2	-2.7
CNC(=O)[C@@]1(Cc2ccccc2)C=C[C@@H](C)N1C(=O)OC	0	-1	7	-7	0.8	-8	-2	·	-6	-3	-2.7
COCCn1c(SCC(=O)N2CCCC2=O)nc2sc(C)c(C)c2c1=O	-1	-10	7	-14	1.5	4	-17	3	-1	-4	1.5
O=C(Nc1ccc(Cl)cc1)c1ccc(CN2CCc3ccccc3C2)cc1	-5	-17	-7	-23	0.0	22	-13	·	5	-6	0.4
O=C1NC(c2cccc3ccccc23)Nc2ccc(Cl)cc21 (centres undefined)	0	-24	-2	-77	-2.3	·	-2	0	-1	-3	1.2
O=C(/C=C\c1cn(-c2ccccc2)nc1-c1cccs1)N1CCOCC1	-21	5	-4	-17	0.8	-2	-40	-2	-6	5	·
COc1ccc(-n2nc([N+](=O)[O-])c(=NCCc3ccc(C)cc3)n2O)cc1	3	-17	3	-7	2.1	-19	3	6	-5	-2	-0.2
Cn1cc(SCC(=O)N2CCN(c3ccccc3)CC2)c2ccccc21	-1	-10	-12	-1	0.5	-19	-6	·	-4	1	1.1
O=S(=O)(c1ccc(Cl)cc1)N1CCC(N2CCOCC2)CC1	-2	-5	-2	·	-1.7	94	·	-1	1	-2	-1.6
Cc1nc2ccccc2n2c(O)c(CC(=O)O)cc12	-41	-5	-197	-21	58	-12	-38	2	125*	22*	-3.7
CC(NC(=O)c1ccc(NC(=O)CC2SC(N3CCCC3)=NC2=O)cc1)c1ccc(S(N)(=O)=O)cc1 (centres undefined)	-9	-2	-3	·	-2.6	-6	-10	5	5	-7	1.4
Cc1ccc(N(C(=O)c2nsc(Cl)c2Cl)C(C(=O)NC2CCCC2)c2ccc(O)cc2)cc1C (centres undefined)	7	-9	-2	17	-0.9	23	6	-2	-5	-2	1.0
CCn1c(SCCOc2ccc(OC)cc2)nnc1C(CO)NC(=O)c1ccc(OC)cc1 (centres undefined)	4	-9	7	·	0.1	-4	15	0	0	-3	1.0
O=c1ccc2c(-c3ccccc3)c3ccc(O)cc3oc-2c1	-43	-14	i	-27	142*	-9	1	6	+	98*	1.0
Cc1noc(C)c1NC(=O)N1CCN(Cc2ccccc2)CC1	8	-2	3	-14	0.1	6	·	-2	6	4	-0.3
COC(=O)CCN(C1CCCCC1)S(=O)(=O)c1ccc(S(=O)(=O)N2CCCCC2)cc1	-9	-16	-4	7	2.1	711	5	·	5	-5	-17
COc1cccc(CC(C(=O)Nc2cc(C)ccc2C)c2nn[nH]n2)c1OC (centres undefined)	0	-12	-4	-6	-0.9	77	4	-3	0	-5	-3.6
O=C1c2ccccc2C(=O)N1CCCCn1c(=O)oc2ccccc21	-3	-10	-5	18	-0.1	-15	1	2	6	0	0.1
CN(Cc1nc(-c2cccs2)no1)CC(O)c1ccccc1 (centres undefined)	-5	6	-10	7	0.4	17	4	·	-2	-7	1.7
COc1ccc2c(c1)/C(=C/c1cc(OC)c(OC)c(OC)c1)C(=O)N2	-1	-2	-1	-7	2.5	·	9	-1	-5	2	0.2
CC1CCCCC1NC(=O)/C(C#N)=C/c1ccc(F)c(F)c1 (centres undefined)	-3	-14	-2	10	2.4	420	11	-2	0	-2	-0.1
COc1ccc(N(CC(=O)NC2CCCCCC2)S(=O)(=O)c2ccccc2)cc1Cl	-3	-12	-2	-3	1.5	7	-11	-2	-1	2	-0.6

Random excerpt: 2 compounds from above.
SMILES	dFosB act	PvdQ acylase	Cardiac RTF inh	PfHsp90 yeast 2	LANA DNA inh	Mot1-301 SUMO	Rtt109 Vps75	NSD2 HMT inh	RTF Ca sens act	Keap1 Nrf2 FP	CDK5 p35 inh
CN(Cc1nc(-c2cccs2)no1)CC(O)c1ccccc1 (centres undefined)	-5	6	-10	7	0.4	17	4	·	-2	-7	1.7
CC1CCCCC1NC(=O)/C(C#N)=C/c1ccc(F)c(F)c1 (centres undefined)	-3	-14	-2	10	2.4	420	11	-2	0	-2	-0.1

(listing goes on)
SMILES	dFosB act	PvdQ acylase	Cardiac RTF inh	PfHsp90 yeast 2	LANA DNA inh	Mot1-301 SUMO	Rtt109 Vps75	NSD2 HMT inh	RTF Ca sens act	Keap1 Nrf2 FP	CDK5 p35 inh
O=CNCC(=O)NC1CCCCCC1	-3	-9	5	0	-0.7	1	-21	·	-4	-3	0.8
Cc1ccc(C(=O)COC(=O)CCN2C(=O)C3C4CCC(C4)C3C2=O)cc1[N+](=O)[O-] (centres undefined)	-6	5	-1	-1	0.8	-5	2	1	-2	1	-1.9
CC1=C(Sc2ccccn2)C(=O)NC(C)(C)C1	-3	7	6	·	-0.4	-12	4	0	6	0	0.9
Cc1c(C(=O)N2CCCCC2)c(S(=O)(=O)NCCc2ccccc2)c(C)n1C	-2	-11	-2	20	-0.7	249	-2	2	-3	-4	-1.1
COc1ccc(C2=Nn3c(nnc3-c3cc(C)[nH]n3)SC2)cc1	-26	-2	0	6	0.3	10	10	0	3	1	0.6
Cc1cccc(NS(=O)(=O)c2ccc(C3CCCCC3)cc2)c1	-11	-19	-53	30	-1.8	792*	2	·	8	-4	1.1
O=C(O)C(C/C(=N/O)c1ccc(Br)cc1)P(=O)(c1ccccc1)c1ccccc1 (centres undefined)	-3	-13	2	-33	-1.0	-16	-1	14	-4	-4	-1.2
CC12C=CC3(O1)C(C(=O)N(c1ccccc1)C3C(=O)NC1CCCC1)C2C(N)=O (centres undefined)	5	5	-4	9	2.1	-3	0	1	-6	-3	-0.2
CC(=C/c1ccc(C(C)C)cc1)/C=N/NC(=O)Cn1nc(C)cc1C	-21	-7	9	18	0.7	18	4	-1	1	-2	-0.9
COc1cccc2c1C1COC3C4CC(C(=O)O)C(C(C2)N13)N4C (centres undefined)	1	-11	7	24	-0.5	·	1	2	-3	-3	0.2
S=c1sc2ccccc2n1CCc1ccncc1	-5	-7	-3	13	-0.5	-16	0	·	1	-5	0.3
CCOC(=O)c1c(C)nsc1NC(=O)c1ccco1	3	-9	-1	-1	0.2	-1	-6	-1	0	0	1.7

Single records (already shown):
S=c1sc2ccccc2n1CCc1ccncc1 in the list: dFosB act: -5; PvdQ acylase: -7; Cardiac RTF inh: -3; PfHsp90 yeast 2: 13; LANA DNA inh: -0.5; Mot1-301 SUMO: -16; Rtt109 Vps75: 0; NSD2 HMT inh: ·; RTF Ca sens act: 1; Keap1 Nrf2 FP: -5; CDK5 p35 inh: 0.3
CCOC(=O)c1c(C)nsc1NC(=O)c1ccco1 in the list: dFosB act: 3; PvdQ acylase: -9; Cardiac RTF inh: -1; PfHsp90 yeast 2: -1; LANA DNA inh: 0.2; Mot1-301 SUMO: -1; Rtt109 Vps75: -6; NSD2 HMT inh: -1; RTF Ca sens act: 0; Keap1 Nrf2 FP: 0; CDK5 p35 inh: 1.7

More records follow.
SMILES	dFosB act	PvdQ acylase	Cardiac RTF inh	PfHsp90 yeast 2	LANA DNA inh	Mot1-301 SUMO	Rtt109 Vps75	NSD2 HMT inh	RTF Ca sens act	Keap1 Nrf2 FP	CDK5 p35 inh
Cc1c(CCO)c(=O)[nH]n1S(=O)(=O)c1ccc([N+](=O)[O-])cc1	-6	-3	1	-7	-0.1	-16	0	-2	-1	2	0.1
COc1ccccc1NC(=O)Cn1cnc2c(cnn2-c2ccc(C)c(C)c2)c1=O	16	-12	-7	9	0.6	-15	-7	-2	0	-1	-1.3
COC(=O)c1ccc(N(C(=O)c2ccco2)C(C(=O)NC2CCCC2)c2ccco2)cc1 (centres undefined)	-14	-2	-2	·	-0.1	23	3	-1	6	-6	-4.0
COc1ccc(-c2nc3c(-c4ccc(F)cc4)cnn3cc2C)cc1F	-3	5	-1	·	4.0	-3	-16	-3	-6	4	1.7
O=C(N[C@@H]1CCC(=O)N(CC[C@H](Sc2ccccc2)c2ccccc2)CC1)OCc1ccccc1	1	-14	-4	13	1.4	-19	0	·	13	1	1.2
CCN(CC)S(=O)(=O)c1ccc(Cl)c(C(=O)NC2CCCC2)c1	-3	-3	-15	-8	1.3	606	2	-1	2	1	-0.4
COc1ccc(NC(=O)CCN2CCN(Cc3ccccc3)CC2)c(OC)c1	-3	-13	-4	-11	0.3	-20	2	3	4	-2	-2.1
O=C(CNC(=O)c1ccc(Br)o1)NCc1cccc(Cl)c1	0	-6	0	-3	-0.3	108	0	0	2	-3	0.9
O=C(C1CCN(Cc2ccc(OCc3ccccc3)cc2)CC1)N1CCCC1	-7	-10	-2	36	-1.3	7	-10	1	18	-3	-0.9
O=C(NNC(=S)Nc1ccccc1)c1cccs1	9	-3	0	2	2.6	1	-7	2	-4	1	0.7
Fc1cccc(NC(=S)N2CCCCC2)c1	-7	-5	-1	2	-1.5	1	1	0	-3	-4	-1.0
CCSc1nc2ccccc2n1CC(=O)N1CCCCC1	0	-12	-5	-9	2.0	·	-3	-3	3	4	2.1
CSc1ccc(CN(C)CC(=O)Nc2cccc(Br)c2)cc1	6	-3	-3	-14	2.1	-12	-13	2	-4	-3	2.9
CC1CCCC(C)N1/N=C/c1ccccc1C(=O)O (centres undefined)	7	3	9	12	-0.4	6	-2	-4	-2	-1	-0.7
COc1ccc(NC(=O)CN(C)C(=O)c2ccc(C)c(S(=O)(=O)N3CCCCC3)c2)cc1	-6	-2	-2	13	-0.5	·	5	-4	4	0	0.2
COc1cccc(NC(=O)CN(C)C(=O)c2ccc(NS(=O)(=O)c3ccc(F)cc3)cc2)c1	-3	-12	-5	-4	-1.0	6	0	-5	7	1	-1.7

High-throughput results: PubChem BioAssay, several laboratories
